Sm TGR block – blocks Schistosoma mansoni thioredoxin glutathione reductase; AID 485364; purified TGR, DTNB reduction, TNB absorbance 405 nm; Potency, µM (top dose mostly 114 µM), without a hit: top-dose activity change, negative = inhibition, hits mostly inhibitors; actives 3% (n = 360,000); note: potency is the fitted concentration of half-maximal effect; nearly all actives have a fitted effect of over 60% in size
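Kinetic colorimetric format: TGR-catalysed, NADPH-driven DTNB reduction monitored via TNB absorbance. Enzyme dispensed at 20 nM; compound exposure 15 min at room temperature before reaction start.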
HCMV inh – blocks human cytomegalovirus replication. actives 4.5% (n = 410,000). HFF cells, HCMV-luciferase reporter, 72 h; hits give low values. activity change, negative = inhibition, % at 57.5 µM; in the data active = activity change below about -60%; inconclusive = no clear call, values can overlap the other calls; inactive = above about -39%
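Screen run at 2 compound doses on HFFs infected with reporter HCMV, MOI 1 PFU/cell. Luciferase activity from cell lysates at 72 h post infection gave inhibition relative to buffer-only and Salinomycin wells.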
AmpC inh no detg – AmpC beta-lactamase inhibition without detergent. AmpC nitrocefin hydrolysis, absorbance 480 nm, 0.0001% Triton. Potency, µM (top dose mostly 57.1 µM), for the others: at the top dose activity change, negative = inhibition, actives largely listed as inhibitors. actives 0.52% (n = 330,000);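 note: potency is the fitted concentration of half-maximal effect; plate controls were no compound for no effect and no enzyme for full effect; nearly all actives have a fitted effect of over 20% in size; some results filed as inactive show a strong effect at the top dose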
Target sequence (P00811 whole entry, looked up): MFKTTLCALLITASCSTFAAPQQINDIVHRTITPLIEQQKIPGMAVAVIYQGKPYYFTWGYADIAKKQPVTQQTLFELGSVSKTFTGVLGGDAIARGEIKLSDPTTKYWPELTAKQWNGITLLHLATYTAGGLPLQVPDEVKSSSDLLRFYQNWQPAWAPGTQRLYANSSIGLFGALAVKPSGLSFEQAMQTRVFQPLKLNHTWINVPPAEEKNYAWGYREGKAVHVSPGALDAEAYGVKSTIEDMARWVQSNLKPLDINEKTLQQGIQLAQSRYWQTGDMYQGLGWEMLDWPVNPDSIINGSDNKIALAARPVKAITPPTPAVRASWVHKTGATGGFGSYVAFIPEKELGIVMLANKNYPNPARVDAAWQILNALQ
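20 mM phosphate pH 7.0 + 0.01% (detergent screen) or 0.0001% Triton X-100; 5.3 nM AmpC reagent; cpd preinc 15 min RT; nitrocefin (800 uM stock) to start; A480 q20 s × 4 min; Activity was normalised to no-enzyme and no-compound control wells.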
AMA1 RON2 block – inhibitors of Plasmodium falciparum AMA1-RON2 interaction. AlphaScreen AMA1-biotinylated RON2 peptide binding. Potency, µM (titrated, usually from 58.2 µM), for inactives: at the highest dose activity change, negative = inhibition, actives largely listed as inhibitors. actives 0.2% (n = 360,000). AID 720542;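 note: potency is the fitted concentration of half-maximal effect; 0% = vehicle wells and -100% = peptide control; nearly all actives have a fitted effect of over 45% in size; some results filed as inactive show a strong effect at the top dose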
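AMA1 (3D7) with his tag at 25 nM final met compounds first, then biotinylated RON2 peptide at 25 nM; detection used donor plus acceptor beads, 10 µg/mL apiece, read by AlphaScreen after 30 min at room temperature.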
FBPA Giardia inh – Giardia lamblia aldolase inhibition; AID 2451; purified Giardia FBPA; A8B2U2; actives 0.71% (n = 290,000); Potency, µM (doses to about 59.6 µM), inactives show top-dose activity, negative = inhibition, actives largely listed as inhibitors; note: potency is the fitted concentration of half-maximal effect; nearly all actives have a fitted effect of over 55% in size
Target sequence (A8B2U2 whole entry, looked up): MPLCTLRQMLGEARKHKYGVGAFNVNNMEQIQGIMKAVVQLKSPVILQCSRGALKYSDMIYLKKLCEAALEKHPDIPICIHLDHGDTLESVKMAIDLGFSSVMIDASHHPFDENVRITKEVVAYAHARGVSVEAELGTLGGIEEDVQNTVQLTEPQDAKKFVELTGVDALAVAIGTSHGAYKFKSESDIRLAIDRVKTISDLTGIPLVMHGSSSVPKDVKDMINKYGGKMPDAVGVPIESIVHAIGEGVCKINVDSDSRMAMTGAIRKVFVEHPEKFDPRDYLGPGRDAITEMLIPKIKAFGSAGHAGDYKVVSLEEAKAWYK
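Giardia FBPA (40 nM reagent) was preincubated 10 min at RT with compound (up to 57.5 uM final), then substrate plus GAPDH/TPI/NAD/arsenate coupling system with diaphorase/resazurin was added; resorufin fluorescence (525/598 nm) was read after 20 min.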
AmpC detergent – inhibitors of E. coli AmpC beta-lactamase with detergent; AmpC hydrolysis of nitrocefin, absorbance 480 nm, 0.01% Triton; Potency, µM (titrated, usually from 114 µM), for the others: at the highest dose activity change, negative = inhibition, usual class: inhibitors; actives 0.041% (n = 370,000);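 note: potency is the fitted concentration of half-maximal effect; 0% = no-compound wells and -100% = no-enzyme wells; nearly all actives have a fitted effect of over 25% in size; some results filed as inactive show a strong effect at the top dose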
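20 mM phosphate pH 7.0 + 0.01% (detergent screen) or 0.0001% Triton X-100; 5.3 nM AmpC reagent; cpd preinc 15 min RT; nitrocefin (800 uM stock) to start; A480 q20 s × 4 min; Activity was normalised to no-enzyme and no-compound control wells.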
* = called active by the depositor; ? = inconclusive; . = not tested or not shown; & = joins results of further samples; [ ] = remark or other dose. Unless noted, calls come from the whole dose curve; as a rule, active = well fitted curve in the direction sought with a large enough effect; inconclusive = small, poorly fitted or top-dose-only effect, or another doubt; inactive = no such curve, though single readings can be large; an effect the other way counts as inactive or inconclusive. Unless noted, % is set by controls: 0 for no effect and ±100 for the full control effect.

Short forms: A = Sm TGR block; B = HCMV inh; C = AmpC inh no detg; D = AMA1 RON2 block; E = FBPA Giardia inh; F = AmpC detergent
CCOC(=O)C1(CC2CCCCO2)CCN(C(=O)NCc2ccccc2)CC1 (stereo not drawn)
  A: 0%	B: -25	C: 28%	D: -7%	E: 2%	F: -6%

CCC1CCCCN1S(=O)(=O)c1ccc(C(=O)Nc2sc3c(c2C(N)=O)CCC3)cc1 (stereo not drawn)
  A: 35µM*	B: -31	C: .	D: .	E: .	F: -4%

O=S(=O)(NCCC1=CCCCC1)c1cccc(S(=O)(=O)N2CCOCC2)c1
  A: 2%	B: 6	C: 49%	D: -3%	E: -4%	F: 7%

Clc1ccc(C2=NCCN2)cc1
  A: .	B: -18	C: -2%	D: -2%	E: 0%	F: -6%

CC[C@H](CO)Oc1cc(NCc2ccc(Cl)c(Cl)c2)c2ncn(C(C)C)c2c1
  A: .	B: 19	C: 1%	D: ?	E: .	F: .

O=S(=O)(Nc1cc(Sc2cccc3cccnc23)c(O)c2ccccc12)c1ccc(F)cc1
  A: 3.5µM*	B: -100*	C: -46%	D: -13%	E: 1.1µM*	F: -6%

NS(=O)(=O)c1ccc(CCn2c(=S)[nH]c3ccccc3c2=O)cc1
  A: -14%	B: ?	C: -14%	D: 62%[activator]	E: -1%	F: -5%

CC(=O)c1ccc(NC(=O)COC(=O)CCC(=O)c2cccs2)cc1
  A: -6%	B: 105	C: -21%	D: 21%	E: 9%	F: ?

CCCn1c(C)cc(/C=C(\C#N)C(=O)OCC(=O)NC(=O)NC(C)(C)C)c1C
  A: -6%	B: -37	C: 5%	D: -10%	E: 2%	F: -6%

Clc1ccc(CNc2ccc3nnc(-c4ccccc4)n3n2)cc1
  A: -10%	B: 4	C: -3%	D: -1%	E: 0%	F: -10%

Cc1ccnc(NC(=O)CCC(=O)N(CC(=O)NCc2ccc(F)cc2)CC2CCCO2)c1 (stereo not drawn)
  A: -2%	B: 1	C: 25%	D: 17%	E: 15%	F: ?

CCCNC(=O)COC(=O)c1cccnc1Nc1ccccc1F
  A: -9%	B: -33	C: -14%	D: 0%[2.32 µM]	E: 4%	F: -11%

O=c1cnn(Cc2c(Cl)cccc2Cl)c2ccccc12
  A: -4%	B: -38	C: -13%	D: 0%	E: -3%	F: 9%

O=C(/C=C/c1ccccc1)NCCc1ccccc1
  A: -27%	B: -7	C: -31%	D: -27%	E: -9%	F: -4%

CCN(CC)C(=O)[C@H]1CC(CC(=O)NCc2cccc(C(F)(F)F)c2)C(=O)N2CCc3c([nH]c4ccccc34)[C@]12C (stereo partly drawn)
  A: .	B: -25	C: 331%[activator]	D: -20%	E: .	F: .

CCOc1ccc(Nc2nc(Nc3ccc(O)cc3)nc(C)c2[N+](=O)[O-])cc1
  A: -8%	B: 9	C: 38%	D: 4%	E: 1%	F: -1%

CCOc1cccc(=O)c2c(C)n(-c3ccc(C(=O)O)cc3)c(C)c12
  A: ?	B: 5	C: -28%	D: -4%	E: ?	F: -5%

CCc1ccc(NC(=O)CCCN2C(=O)C3CC=CCC3C2=O)cc1 (stereo not drawn)
  A: 6%	B: 9	C: 65%[activator]	D: -14%	E: .	F: 19%

CC1=NN(c2ccccc2)C(=O)/C1=C/c1cc(C)n(C2CC2)c1C
  A: -1%	B: -68*	C: 0%	D: -13%	E: -3%	F: 1%

CSc1ccc(CN(C)C(=O)c2cc3ccccc3o2)cc1
  A: 4%	B: 41	C: -8%	D: -10%	E: 11%	F: 3%

CC1CN(C(=O)c2cnn3c(C(F)F)cc(-c4ccccc4)nc23)CC(C)O1 (stereo not drawn)
  A: 4%	B: -26	C: 9%	D: 14%	E: 5%	F: -5%

Cc1cc(NC(c2ccc(Cl)cc2)c2ccc3cccnc3c2O)no1 (stereo not drawn)
  A: 13µM*	B: -98*	C: 4.5µM*	D: -30%	E: -21%	F: 0%

O=C(Nc1ccn(CC(=O)N2CCN(c3ccccn3)CC2)c(=O)n1)OCc1ccccc1
  A: 9%	B: -3	C: -4%	D: 2%	E: .	F: 1%

CC(C)Cn1c(N)c(C(=O)COC(=O)c2cc(C3CC3)nc3ccccc23)c(=O)n(C)c1=O
  A: -1%	B: 15	C: 87%[activator]	D: 8%	E: -14%&-12%	F: ?

CCOc1cc(N2CCOCC2)c(OCC)cc1NC(=O)CN1C(=O)NC2(CCCCCCC2)C1=O
  A: 0%	B: ?	C: 144%[activator]	D: -14%	E: 1%	F: 4%

CCCc1cc(=O)n2nc(N3CCC(C(=O)N4CCN(c5ccc(OC)cc5)CC4)CC3)sc2n1
  A: 0%	B: -87*	C: 179%[activator]	D: 11%	E: .	F: 3%

COc1ccc(N(CC(=O)NC(C)(C)C)S(=O)(=O)c2ccccc2)cc1OC
  A: -8%[11.4 µM]	B: 98	C: 26%	D: -2%	E: 1%	F: -7%

CC(=O)c1ccc(NC(=O)c2ccc(NC(=O)CCS(=O)(=O)c3cccs3)cc2)cc1
  A: 6%&-2%	B: -19&-1	C: -28%	D: 4%	E: -2%	F: 6%&16%

CC(Oc1ccccc1)C(=O)Nc1ccc(S(=O)(=O)N2CCOCC2)cc1 (stereo not drawn)
  A: 0%	B: -29	C: 2%	D: -9%	E: 3%	F: -15%

CCCCn1c(N)c(N(CC)C(=O)CCNC(=O)NC23CC4CC(CC(C4)C2)C3)c(=O)[nH]c1=O
  A: 5%	B: ?	C: 83%[activator]	D: -3%	E: 8%	F: 4%

O=C(Nc1ccc(Cl)cc1)Nc1cnccn1
  A: 0%	B: -8	C: -23%	D: 3%	E: 1%	F: -4%

Cn1c(=O)c2c(nc(N/N=C/c3c(O)n(C4CCCCC4)c(=S)[nH]c3=O)n2C)n(C)c1=O
  A: -8%	B: ?	C: -8%	D: 70%[activator]	E: 3%	F: 0%

CC(=O)Nc1ccnn1C1CCN(C(=O)c2cccc(C)c2C)CC1
  A: 0%	B: -9	C: -5%	D: 15%	E: .	F: 2%

Cc1ccc(/C=C/C(=O)c2ccc(O)cc2)cc1
  A: -36%	B: -7	C: -37%	D: 7%	E: -6%	F: 4%

O=C(CSc1nc2ccccc2c(=O)n1-c1ccc(Cl)cc1)c1ccco1
  A: -16%	B: 10	C: -19%	D: -2%	E: 4%	F: -10%

COc1ccc(OC)c(C2CC(=O)N3CN(c4cccc(Cl)c4)CSC3=C2C#N)c1 (stereo not drawn)
  A: 50µM*	B: 28	C: -45%	D: -7%	E: 3.5µM*	F: ?

COc1cccc(CC(C(=O)Nc2cc(C)ccc2C)c2nn[nH]n2)c1OC (stereo not drawn)
  A: -9%	B: 16	C: -20%	D: -11%	E: -14%	F: -4%

CN(CCOc1ccc(Br)cc1)CC(O)c1ccccc1 (stereo not drawn)
  A: -11%	B: -3	C: 41%	D: ?	E: ?	F: 4%

Cc1cc(C)n(C(=O)Cn2nc([N+](=O)[O-])cc2C)n1
  A: 4%	B: 200	C: 0%	D: 4%	E: 1%	F: ?

CCc1cc(-c2onc(C)c2-c2cscn2)c(O)cc1OC
  A: 29%	B: ?	C: -6%	D: -3%	E: ?	F: 1%

CC1CCN(C(=O)Cn2c3ccccc3c3nc4n(c(=O)c32)CCS4)CC1
  A: 1%	B: -25	C: 68%[activator]	D: 2%	E: .	F: -2%

CCCc1nn2c(=O)cc(COC(=O)CNC(=O)COc3ccc(C)cc3)nc2s1
  A: 0%	B: 8	C: .	D: .	E: .	F: 7%

CC(C)OC(=O)C(C(=O)C(F)(F)F)c1cc(NS(=O)(=O)c2ccc3ccccc3c2)c2ccccc2c1O (stereo not drawn)
  A: -16%	B: .	C: -36%	D: -8%	E: ?	F: -6%

N#Cc1nc(Cc2cccc3ccccc23)oc1NCc1ccc(F)cc1
  A: -4%	B: -33	C: -19%	D: -17%	E: -12%	F: 4%

Cc1ccc(C(=O)n2nc(C)c(S(=O)(=O)N3CCCCCC3)c2C)cc1
  A: 1%	B: 6	C: .	D: .	E: .	F: 12%

O=C(CN1C(=O)C(=O)c2ccccc21)OCN1C(=O)c2ccccc2C1=O
  A: 1%	B: -22	C: -17%	D: 25%	E: 4%	F: 1%

O=C(Nc1ccc(Cl)cc1)c1cccc(OC(=S)N2CCOCC2)c1
  A: 6%	B: -103*	C: -37%	D: 0%	E: .	F: -3%

Cc1ccc(-n2c(SCC(=O)N(C)C)nnc2-c2ccco2)cc1
  A: 16%	B: -10	C: 3%	D: 10%	E: -1%	F: 1%

CCC(CC)c1nnc(NC(=O)C23CC4CC(CC(NC(C)=O)(C4)C2)C3)s1
  A: 13%	B: 6	C: 193%[activator]	D: -3%	E: -4%	F: 5%

CCOc1cc(C(=O)NCc2ccc(-c3nc4ccccc4o3)cc2)cc(OCC)c1OCC
  A: -1%	B: -12	C: -15%	D: 1%	E: 5%	F: 3%

CCn1cc(C(=O)O)c(=O)c2cnc(N3CCN(C(=S)NC(=O)c4ccc(Cl)cc4)CC3)nc21
  A: -4%	B: .	C: -2%	D: 87%[activator]	E: -1%	F: 1%

CCOc1ccc(CCNC(=O)c2cccc(S(=O)(=O)N3CCCCC3)c2)cc1OCC
  A: -3%	B: -7	C: 16%	D: -6%	E: .	F: -15%

COc1ccc(-c2nc3ccccc3s2)cc1
  A: .	B: -18	C: -11%	D: 9%	E: -5%	F: 4%

Cc1ccccc1OCc1n(CC(=O)OC2CC(C)CCC2C(C)C)c2ccccc2[n+]1C (stereo not drawn)
  A: -18%&-10%	B: -96*	C: 222%[activator]	D: -18%&-2%	E: -4%&-10%	F: ?

Cc1cccc(N(C(=O)c2snc(C(N)=O)c2N)C(C(=O)NCC2CCCO2)c2ccc(N(C)C)cc2)c1C (stereo not drawn)
  A: 7%	B: 52	C: 4%	D: 1%	E: -10%	F: 2%

CCC(O)(CCN1CCCCC1)c1ccccc1 (stereo not drawn)
  A: 14%	B: 5	C: -11%	D: -3%	E: 3%	F: ?

CC(Sc1cccc(C(F)(F)F)c1)C(=O)NC(N)=O (stereo not drawn)
  A: -1%	B: -21	C: -12%	D: 2%	E: 2%	F: 3%

CCN(CC)CCn1c2c(c(SCC(=O)Nc3nc4ccccc4s3)nc1=O)CCC2
  A: 3%	B: 1	C: 26%	D: 0%	E: .	F: 0%

Cc1cc(C)nc(N2CCCC(C(=O)NCCc3ccc(F)cc3)C2)n1 (stereo not drawn)
  A: -7%	B: -3	C: -8%	D: -27%	E: 2%	F: ?

Compound profiles (already shown). Order of values: Sm TGR block | HCMV inh | AmpC inh no detg | AMA1 RON2 block | FBPA Giardia inh | AmpC detergent
`Cc1ccc(-n2c(SCC(=O)N(C)C)nnc2-c2ccco2)cc1` in the list: 16% | -10 | 3% | 10% | -1% | 1%
`COc1ccc(-c2nc3ccccc3s2)cc1` in the list: . | -18 | -11% | 9% | -5% | 4%
`CCOc1cc(C(=O)NCc2ccc(-c3nc4ccccc4o3)cc2)cc(OCC)c1OCC` in the list: -1% | -12 | -15% | 1% | 5% | 3%

Bioassay records (PubChem)
